Assay outcomes (PubChem)
HSF1 activator = increases HSF-1 driven luciferase reporter signal. hit rate 1.7% among 300,000. NIH3T3-HGL HSF-1 luciferase reporter, MG132, 8 h; 100% = twice DMSO control signal. activation, % at 9 µM;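 active = mean replicate activation of at least 50% with a set share of replicates each reaching 50%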;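 note: 0% = median of the neutral control wells and 100% = twice that signal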
HSP90 refold inh = blocks HSP90-mediated luciferase refolding in reticulocyte lysate | AID 1789 | hit rate 0.91% among 290,000 | Rabbit reticulocyte lysate, luciferase refolding luminescence, 3 h | inhibition, % at 5.6 µM;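 active = inhibition above the screen-wide mean plus 3 SD, computed separately per campaign, cut at about 16% in these data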;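 note: 0% = DMSO wells and 100% = 60 µM geldanamycin wells; inhibitors lower the luminescence because luciferase stays unfolded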
SKKanGAS inh = inhibitors of SKKanGAS S. pyogenes growth in kanamycin (SK-promoter or general growth effect); BacTiter-Glo, 6 h; inhibition, % at 7.5 µM; hit rate 1.3% among 300,000;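 active = mean replicate score, as percent of positive control median, at least 50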;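 note: strain carries kanamycin resistance gene driven by streptokinase promoter and grows in 40 µg/ml kanamycin; loss of luminescence reflects streptokinase promoter inhibition or plain growth inhibition; 0% = median of DMSO wells and 100% = positive control at its reference dose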
aSyn 5UTR inh = MLPCN primary screen, SNCA 5' untranslated region | alpha-synuclein 5'UTR reporter, inhibitor activity | hit rate 0.82% among 300,000 | inhibition, % (tested at 7.5 µM) | AID 1813; in the data active = inhibition above about 60%;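 note: H4 neuroglioblastoma cells stably carrying SNCA 5'UTR luciferase fusion; 0% = DMSO wells and 100% = positive control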
KLF5 inh = kruppel-like factor 5 inhibition; DLD-1 KLF5 promoter-luciferase reporter, luminescence; inhibition, % at 5 µM; hit rate 0.23% among 290,000; AID 1700;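 active = inhibition above a per-plate limit of that plate's mean compound inhibition plus 3 SD, cut at about 60% in these data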;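 note: 0% = DMSO wells and 100% = LY294002 at 200 µM; higher means less KLF5 promoter-driven luciferase light; inactives centre near -14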
IEC-6 tox = counter-screen for KLF5 inhibitors: cytotoxicity in IEC-6 cells. IEC-6 cytotoxicity, luminescence viability. inhibition, % at 5 µM. hit rate 0.78% among 290,000. AID 1825; in the data active = inhibition above about 22%;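 note: 0% = plate median of test compound wells and 100% = cytotoxic reference compound wells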
AI-2 QS mod = Vibrio harveyi AI-2 quorum sensing modulation; Vibrio harveyi JMH597 AI-2 luminescence/OD600 ratio, 9 h; active compounds read low; strain lacks LuxN and CqsS sensors; 0 = neutral-control median; activity change, % at 7.5 µM; hit rate 0.4% among 300,000; in the data active = activity change below about -75%, passing the limit was not always enough;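 note: luminescence divided by OD600 gain over 9 h not by final OD600 alone; inactives centre near 13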
HIF activator = HIF pathway transcriptional activation; U2OS HRE-luciferase reporter, luminescence; normalized: DMSO 0%, desferrioxamine 100%; activation, % at 7.5 µM (by protocol); hit rate 0.32% among 300,000;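 active = mean activation of at least 10% of the iron chelator positive control signal, with at least half of replicates also reaching 10%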
HSF1 inhib = HSF1 inhibition | NIH3T3-HGL HSE-luciferase, MG132-induced, luminescence 8 h; active compounds read low | activity change, negative = inhibition, % at 7.5 µM (by protocol) | hit rate 0.77% among 300,000;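 active = more than half of replicate wells show activity change below -50%, luminescence cut by over half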;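 note: luciferase reports HSF-1 transcriptional activity via heat shock element; 0% = median of DMSO wells and -100% = zero luminescence signal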
Platelet DG rel = modulates dense granule release in human platelets; human platelet-rich plasma, SFLLRN dense granule ATP release, luminescence; inhibition, %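 (compounds screened at 7.5 µM in platelet-rich plasma)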; hit rate 0.22% among 300,000;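 active = mean replicate score, as percent of positive control, at or above 50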
Numbers without * were called inactive; . = no result given.

SMILES	HSF1 activator	HSP90 refold inh	SKKanGAS inh	aSyn 5UTR inh	KLF5 inh	IEC-6 tox	AI-2 QS mod	HIF activator	HSF1 inhib	Platelet DG rel
Cc1ccc(/C=C/C2=NN(Cc3ccccc3)C(=O)CC2)cc1	10	-2	4	2	-72	3	16	0.0	7	-1
CN(C)CC(=O)Nc1nc(-c2ccccc2)cs1	-12	4	-3	-48	-12	2	24	1.2	9	2
O=C(CS(=O)(=O)c1ccccc1)Nc1ccc(S(=O)(=O)Nc2ncccn2)cc1	-1	-7	20	-13	-20	0	35	0.0	-7	-4
Cc1ccc(Cl)cc1NS(=O)(=O)c1cc2[nH]c(=O)c(=O)[nH]c2cc1C	37	-2	13	22	-15	-6	33	-0.3	14	3
O=Cc1ccc(OC(=O)Cc2ccc(F)cc2)cc1	-55	5	-4	-10	-3	-3	6	-1.5	-49	1
COc1ccc(OCc2nnc(NC(=O)Nc3ccccc3F)s2)cc1	-14	-4	-7	-9	-26	-5	15	-0.4	-5	1
CC(Oc1ccc(S(=O)(=O)N2CCCC2)cc1[N+](=O)[O-])C(=O)NC(C)c1ccccc1 (configuration not stated)	-8	.	-5	4	.	.	18	-0.1	7	16
c1ccc(CCCN2CCN(c3ccccc3)CC2)cc1	8	1	5	0	-20	0	-36	-0.6	-5	-3
COc1cc(C2Nc3cc(Cl)c(S(N)(=O)=O)cc3S(=O)(=O)N2)ccc1OCc1ccccc1 (configuration not stated)	39	-2	2	-147	-63	0	7	0.2	19	6
COCCN(C(=O)COC(=O)CCc1ccc(OC)cc1)c1c(N)n(Cc2ccccc2)c(=O)[nH]c1=O	-17	.	-5	3	.	.	20	-0.2	-2	4
CCn1c(=S)[nH]c2sc3c(c2c1=O)CCCC3	32	0	27	-8	-39	-2	28	-1.8	2	-10
COc1ccc(NC(=O)COc2ccccc2)c(OC)c1	34	-2	-9	-115	-54	4	23	-10	14	6
CCCCOc1ccc(C(O)C(CN2CCCCC2)c2ccccc2)cc1 (configuration not stated)	8	-2	6	-27	-14	-5	17	0.0	3	-1
O=C(N1CCN(CCO)CC1)N1c2ccccc2C=Cc2ccccc21	5	-2	2	19	-32	-1	26	0.3	3	-3
CCOC(=O)c1cc2sccc2n1CC(=O)N1CCCc2ccccc21	15	6	27	-22	-17	3	23	-0.2	7	1
COc1ccc(S(=O)(=O)N2CCN(c3nc4ccccc4nc3-n3nc(C)cc3C)CC2)cc1	6	1	12	-6	-2	-2	10	1.0	5	-4
N=C1C(=O)OCC1c1ccccc1NC(=O)CN1CCOCC1 (configuration not stated)	-8	-8	4	-3	-3	-6	13	-0.1	-2	0
Cc1ccc(Sc2ncccc2O)cc1	5	.	3	-43	.	.	-12	0.7	6	4
Cn1cccc1C1NC(=O)c2c(sc3c2CCC(C(C)(C)C)C3)N1 (configuration not stated)	1	4	8	-97	-10	1	30	2.1	1	2
COc1ccc(C(=O)N2CCCC(CCC(=O)N3CCN(c4ccccn4)CC3)C2)cc1 (configuration not stated)	0	-3	32	-12	-17	-3	16	-0.1	-2	-3
CCOC(=O)N1CCN(CCCc2ccccc2)CC1	-5	2	-3	-23	-10	11	9	0.0	-6	-7
CCOC(=O)c1c(C)[nH]c(C(=O)N/N=C/c2ccc(Br)cc2)c1C	-28	2	10	39	72*	85*	8	2.8	-18	18
Cc1cc(NC(=O)CCC(=O)N(Cc2ccccc2)C2(C(=O)NC3CCCCC3)CCCC2)no1	6	1	0	18	-26	4	-3	-0.3	0	4
COc1ccc(C(=O)O/N=C(\N)c2ccc(Cl)cc2)cc1	-5	-4	-7	-196	-137	0	17	0.7	5	4
CCNC(=O)CC1S/C(=N/N=C(\C)c2ccccc2)NC1=O (configuration not stated)	4	1	-7	-14	-41	-1	-2	-0.3	4	-4
CCC(=O)c1ccc(OCC(O)CN2CCN(S(=O)(=O)c3ccc(NC(C)=O)cc3)CC2)cc1 (configuration not stated)	5	0	-3	14	-37	3	22	-1.4	0	1
O=C(CSc1n[nH]c(-c2cccnc2)n1)OC1CCCCC1	-19	1	-2	4	-2	9	33	-0.1	-3	-3
Clc1ccc(C(c2ccccc2)N2CCNCC2)cc1 (configuration not stated)	6	3	10	-9	-58	-2	21	0.0	13	-1
Cc1ccc(CN2C(=O)CCC2C(=O)NCCN(CC(C)C)CC(C)C)cc1 (configuration not stated)	1	1	18	13	-9	-6	35	0.2	4	3
O=C(Nc1cccc(F)c1)c1ccc(S(=O)(=O)N2CCCCC2)cc1	7	-1	-3	-2	-10	-2	3	0.1	-1	-2

Exported with two lines to a compound: entries from further up.
Second line of a record – HSF1 activator | HSP90 refold inh | SKKanGAS inh | aSyn 5UTR inh | KLF5 inh | IEC-6 tox | AI-2 QS mod | HIF activator | HSF1 inhib | Platelet DG rel
- Cc1ccc(Sc2ncccc2O)cc1
    5 | . | 3 | -43 | . | . | -12 | 0.7 | 6 | 4
- Cn1cccc1C1NC(=O)c2c(sc3c2CCC(C(C)(C)C)C3)N1 (configuration not stated)
    1 | 4 | 8 | -97 | -10 | 1 | 30 | 2.1 | 1 | 2
- COc1ccc(C(=O)N2CCCC(CCC(=O)N3CCN(c4ccccn4)CC3)C2)cc1 (configuration not stated)
    0 | -3 | 32 | -12 | -17 | -3 | 16 | -0.1 | -2 | -3
- CCOC(=O)N1CCN(CCCc2ccccc2)CC1
    -5 | 2 | -3 | -23 | -10 | 11 | 9 | 0.0 | -6 | -7
- CCOC(=O)c1c(C)[nH]c(C(=O)N/N=C/c2ccc(Br)cc2)c1C
    -28 | 2 | 10 | 39 | 72* | 85* | 8 | 2.8 | -18 | 18
- Cc1cc(NC(=O)CCC(=O)N(Cc2ccccc2)C2(C(=O)NC3CCCCC3)CCCC2)no1
    6 | 1 | 0 | 18 | -26 | 4 | -3 | -0.3 | 0 | 4
- COc1ccc(C(=O)O/N=C(\N)c2ccc(Cl)cc2)cc1
    -5 | -4 | -7 | -196 | -137 | 0 | 17 | 0.7 | 5 | 4
- CCNC(=O)CC1S/C(=N/N=C(\C)c2ccccc2)NC1=O (configuration not stated)
    4 | 1 | -7 | -14 | -41 | -1 | -2 | -0.3 | 4 | -4
- CCC(=O)c1ccc(OCC(O)CN2CCN(S(=O)(=O)c3ccc(NC(C)=O)cc3)CC2)cc1 (configuration not stated)
    5 | 0 | -3 | 14 | -37 | 3 | 22 | -1.4 | 0 | 1
- O=C(CSc1n[nH]c(-c2cccnc2)n1)OC1CCCCC1
    -19 | 1 | -2 | 4 | -2 | 9 | 33 | -0.1 | -3 | -3
- Clc1ccc(C(c2ccccc2)N2CCNCC2)cc1 (configuration not stated)
    6 | 3 | 10 | -9 | -58 | -2 | 21 | 0.0 | 13 | -1
- Cc1ccc(CN2C(=O)CCC2C(=O)NCCN(CC(C)C)CC(C)C)cc1 (configuration not stated)
    1 | 1 | 18 | 13 | -9 | -6 | 35 | 0.2 | 4 | 3

Other structures
SMILES	HSF1 activator	HSP90 refold inh	SKKanGAS inh	aSyn 5UTR inh	KLF5 inh	IEC-6 tox	AI-2 QS mod	HIF activator	HSF1 inhib	Platelet DG rel
Cc1cccc(N(C)S(=O)(=O)c2cccc3nsnc23)c1	-2	4	-12	11	4	4	12	-0.3	2	3
Cc1cc(C)nc(OC(C(=O)O)C(OCc2ccccc2)(c2ccccc2)c2ccccc2)n1 (configuration not stated)	19	-3	4	21	-33	-4	4	-4.0	2	-1
CC(NC(=O)CC1Nc2ccccc2NC1=O)c1ccccc1 (configuration not stated)	-4	0	5	-23	2	3	16	0.0	-2	0
CN(C)c1nc2ccccc2n(C)c1=O	22	1	0	3	-1	-1	32	0.1	19	1
COc1cccc2cc(-c3nc4ccccc4[nH]3)c(=O)oc12	15	1	-2	-157	-170	11	16	3.4	23	-7
COC(=O)N/N=C/c1cc(Cl)c(OCc2ccccc2F)c(OC)c1	-5	1	12	6	-2	12	10	-0.4	0	3
Cc1c(OCC(=O)N2C[C@H]3C[C@@H](C2)c2cccc(=O)n2C3)ccc2c3c(c(=O)oc12)CCC3	3	-3	-1	-20	-19	1	2	-0.4	1	-4
COc1cccc2c1cc1c(=O)n(CC(=O)N3CCCCCC3)nc(C)n12	6	-3	-5	6	-3	-2	4	0.0	-3	-10
CN(Cc1nc2ccccc2n1C)S(=O)(=O)c1ccc(Cl)cc1	-6	2	-4	0	-17	3	14	0.2	-6	-2
CC(=O)N1CCc2c(sc3c2c(=O)n(-c2ccccc2)c(=O)n3CC(=O)NCC2CCCO2)C1 (configuration not stated)	3	-1	3	5	-34	-6	15	-0.3	4	1
COC(=O)C1=C(C)NC(C)=C(C(=O)OC)C1c1ccc(-c2cccc(Cl)c2Cl)o1	53*	4	17	-72	-1	1	7	-0.5	22	-6
Cc1c(Cl)cccc1NC(=O)c1ccccc1-c1ccccc1C(=O)O	3	2	5	-12	-21	-3	-12	-0.1	-3	-1
CCOC(=O)N1CCN(C(=O)/C(=C/c2ccccc2OC)NC(=O)c2ccccc2)CC1	-5	0	0	-15	-52	-6	17	0.4	7	2
Cc1c(Cl)cccc1NC(=O)NNC(=O)CCc1ccccc1	-4	3	-5	17	1	5	-11	-0.1	-2	-15
COc1ccc(N2C(=O)C(Cl)=C(N3CCN(Cc4ccccc4)CC3)C2=O)cc1	-3	-4	-8	14	-21	10	37	0.2	-1	-1
CC(NC(=O)COc1ccc([N+](=O)[O-])cc1)c1ccccc1 (configuration not stated)	0	-1	-1	-5	-19	-8	16	0.2	8	8
O=C(O)C1CC=C(Cl)CC1C(=O)NCC1OCCc2ccccc21 (configuration not stated)	-6	-4	-4	-12	1	2	1	-0.7	-1	-4
CN(CCOc1ccc(Cl)cc1)C(=O)c1ccc(S(=O)(=O)N2CCOCC2)cc1	-20	-5	-9	21	-26	-8	21	-0.1	-7	3
COc1cccc(-n2nc3c(=S)[nH]nc(C)c3c2C)c1	-4	0	0	40	-44	-2	10	0.0	-8	12
COc1ccc(CN2CC[C@@H](N3CCOCC3)[C@H](O)C2)cc1F	3	-2	1	17	-36	-1	3	0.4	-5	-2
O=C(Nc1ccccc1)c1ccncc1	-9	1	5	-3	-44	-2	11	-0.2	2	1
O=[N+]([O-])c1ccccc1S(=O)(=O)N1CCN(c2ccc(F)cc2)CC1	-10	-3	0	4	-53	3	27	-6.9	-2	5
O=C(CCCSc1ccccc1)Nc1cccc(CO)c1	21	-5	3	-6	-3	5	4	-0.1	7	-4
COc1cc2ccccc2cc1C(=O)Nc1ccc(N2CCN(C(=O)C(C)C)CC2)cc1	39	-2	8	-20	-31	-3	21	-0.5	28	-8
CCN(CC)S(=O)(=O)c1cccc(NC(=O)c2cc(=O)[nH]c3ccccc23)c1	-10	6	-4	8	-16	0	2	-0.1	0	8
COc1cccc(CC2(CO)CCN(Cc3ccc4cccc(F)c4n3)CC2)c1	-13	4	-1	18	11	2	10	-0.3	-3	5
